Screens as filed in PubChem.
Myeloid diff 2 – compounds promoting myeloid differentiation. 360,000 compounds, 1% hits. ER-HoxA9 myeloid progenitors, lysozyme-GFP differentiation, flow cytometry. calls only at 10 µM;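 active = normalized GFP-positive differentiation at or above the plate's own cutoff, the solvent-only control mean plus 3 SD; inconclusive = no clear call, values can overlap the other calls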;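 also: cells exposed to compound for four days before flow analysis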
Myeloid diff 2 GFP+ MAC1+ % – also measured in Myeloid diff 2; calls as there; GFP+ MAC1+ double positive, %; measured here: differentiation confirmed by MAC1 staining
* = called active by the depositor; i = inactive; ? = inconclusive; . = no result given. Not all compounds are listed, so the mix of outcomes need not match the whole.

SMILES	Myeloid diff 2	Myeloid diff 2 GFP+ MAC1+ %
COCCCNC(=O)C[C@@H]1C[C@@]2(C(=O)OC)CCCCC=C2N(CCc2ccc(OC)c(OC)c2)C1=O	i	2.9
CCCCn1nnnc1C1(C)CCC(=O)N1CC1CCCCC1 (stereo not drawn)	i	1.1
CCOC(=O)C1=CCC(c2cc3ccccc3[nH]2)NC1 (stereo not drawn)	i	2.1
COc1ccccc1-c1cnc(C(O)c2ccc(CN3CCCC3)cc2)[nH]1 (stereo not drawn)	i	1.8
COc1cc(F)ccc1-c1cc(C(=O)NCc2cccs2)[nH]n1	i	0.8
CCCNC(=O)C1(C)CCCN(Cc2cccc(Oc3ccccc3)c2)C1 (stereo not drawn)	i	1.8
CNc1cncc(-c2cccc(C(=O)NCCN(C)C)c2)n1	i	0.8
COc1ccc(CCN2C(=O)CCC3=C2CCC3=O)cc1OC	i	1.6
CC(=O)Nc1ccc(C(=O)N2CCCC(c3cc(C(=O)NCc4ccc(F)cc4)no3)C2)cc1 (stereo not drawn)	i	2.5
CCCCc1c(-c2ccccc2OC)ncn1Cc1cccc(-c2ccccc2)c1	i	2.7
CC1=C(C(=O)N(C(C)C)C(C)C)CC(CC(=O)NC2CCCCC2)C(=O)N1Cc1ccc(C(C)(C)C)cc1 (stereo not drawn)	i	1.6
COCCN1C[C@@H](CO)O[C@@H](n2cnc3c(N(C)C(C)C)ncnc32)C1	i	0.4
COCCN(CCOC)Cc1cc(=O)oc2cc(C)cc(C)c12	i	1.5
CCOC1=C2CN(S(=O)(=O)c3ccc(C)cc3)[C@H](c3ccccc3)C[C@@H]2N(S(=O)(=O)c2ccc(C)cc2)[C@H](c2cccc(C)c2)C1	i	2.0
CC1(C(=O)N2Cc3ccccc3C2)CCN1C(=O)Cc1ccccc1 (stereo not drawn)	i	0.8
CCOC(=O)C1(C)CCCN1C(=O)c1cccc(OC)c1 (stereo not drawn)	i	0.7
Nc1[nH]c(C(=O)c2ccccc2)c(-c2ccc(Br)cc2)c1C(=O)c1ccc(Br)cc1	i	0.9
CC(C)NC(=O)C1(C)CCCCCN1C(=O)c1ccc(-c2ccccc2)cc1 (stereo not drawn)	i	0.9
CC(=O)NC(c1ccc(F)c(F)c1)c1nc(-c2ccc3c(c2)OCO3)cs1 (stereo not drawn)	i	1.3
CC(=O)Nc1ccc(CNc2nc3cc(-c4ccc(F)cc4)sc3c(=O)n2C)cc1	i	0.8
CN(C)c1ccc(-c2ccnc3c2CC(C)(C(=O)Nc2ccc4c(c2)OCO4)O3)cc1 (stereo not drawn)	i	0.1
COc1cc(OC)nc(Nc2nc(C(N)Cc3ccc(C(F)(F)F)cc3)cs2)n1 (stereo not drawn)	i	2.2
Cc1cccc(C)c1NC(=O)C(c1ccccc1)N1CCN(C)CC1 (stereo not drawn)	i	2.3
COC(=O)[C@@]12C[C@@H](CC(=O)N3CCOCC3)C(=O)N(CCc3ccc(OC)c(OC)c3)C1=CCC(C)(C)C2	i	1.7
COc1cccc(-c2cnc3c(NC=O)cc(-c4ccncc4)cn23)c1	i	1.9
CC(C)C[C@@H](CN1CCC[C@H]1CN1C(=O)C(=O)NC[C@@H]1Cc1ccc(O)cc1)N1C[C@H](Cc2ccccc2)N(CC2CCCCCC2)C(=O)C1=O	i	1.1
COC(=O)Cn1c(C(=O)N(C)C)cc2c1C[C@H]1CN(C(=O)c3ccccc3)[C@@](Cc3ccc(F)cc3)(C(=O)OC)[C@@H]21	i	2.8
CCCc1nc2c(C)cc(Br)cn2c1Cc1ccccc1	i	1.7
Cc1ccc(S(=O)(=O)N2CCC(=O)N([C@H](COCc3ccc(Cl)c(Cl)c3)Cc3ccccc3)CC2)cc1	i	1.5
Cn1ccc2c(N3CCOCC3)cc3c(c21)C1CCC3C1 (stereo not drawn)	i	0.8

Some of the entries so far, bar-delimited.
Compound | Myeloid diff 2 | Myeloid diff 2 GFP+ MAC1+ %
Nc1[nH]c(C(=O)c2ccccc2)c(-c2ccc(Br)cc2)c1C(=O)c1ccc(Br)cc1 | i | 0.9
CC(C)NC(=O)C1(C)CCCCCN1C(=O)c1ccc(-c2ccccc2)cc1 (stereo not drawn) | i | 0.9
CC(=O)NC(c1ccc(F)c(F)c1)c1nc(-c2ccc3c(c2)OCO3)cs1 (stereo not drawn) | i | 1.3
CC(=O)Nc1ccc(CNc2nc3cc(-c4ccc(F)cc4)sc3c(=O)n2C)cc1 | i | 0.8
CN(C)c1ccc(-c2ccnc3c2CC(C)(C(=O)Nc2ccc4c(c2)OCO4)O3)cc1 (stereo not drawn) | i | 0.1
COc1cc(OC)nc(Nc2nc(C(N)Cc3ccc(C(F)(F)F)cc3)cs2)n1 (stereo not drawn) | i | 2.2
Cc1cccc(C)c1NC(=O)C(c1ccccc1)N1CCN(C)CC1 (stereo not drawn) | i | 2.3
COC(=O)[C@@]12C[C@@H](CC(=O)N3CCOCC3)C(=O)N(CCc3ccc(OC)c(OC)c3)C1=CCC(C)(C)C2 | i | 1.7
COc1cccc(-c2cnc3c(NC=O)cc(-c4ccncc4)cn23)c1 | i | 1.9
CC(C)C[C@@H](CN1CCC[C@H]1CN1C(=O)C(=O)NC[C@@H]1Cc1ccc(O)cc1)N1C[C@H](Cc2ccccc2)N(CC2CCCCCC2)C(=O)C1=O | i | 1.1
COC(=O)Cn1c(C(=O)N(C)C)cc2c1C[C@H]1CN(C(=O)c3ccccc3)[C@@](Cc3ccc(F)cc3)(C(=O)OC)[C@@H]21 | i | 2.8
CCCc1nc2c(C)cc(Br)cn2c1Cc1ccccc1 | i | 1.7
Cc1ccc(S(=O)(=O)N2CCC(=O)N([C@H](COCc3ccc(Cl)c(Cl)c3)Cc3ccccc3)CC2)cc1 | i | 1.5

Other entries
SMILES	Myeloid diff 2	Myeloid diff 2 GFP+ MAC1+ %
CC1(C(=O)NS(=O)(=O)c2ccc(Cl)cc2)CCN1C(=O)Cc1ccc(-c2ccccc2)cc1 (stereo not drawn)	i	2.1
Cc1ccccc1S(=O)(=O)NC(=O)C1(C)CCN1C(=O)Cc1ccccc1Cl (stereo not drawn)	i	0.5
COc1ccc(-c2oc3c(c2C#CCCCCO)C(OCCO)CC3)cc1 (stereo not drawn)	i	0.3
Cc1ccc2nc(-c3ccccn3)c(N)n2c1	i	0.9
CCCOc1ccc(F)cc1-c1cc(C(=O)Nc2ccc(OC)c(OC)c2)[nH]n1	i	1.3
CCCCCNC(=O)C(C1CC1)n1c(=O)c(-c2ccccc2)nc2ccccc21 (stereo not drawn)	i	3.1
COc1cccc(CNC(=S)Nc2ccc3c(c2)c(=O)n(C)n3Cc2ccc(F)cc2)c1	i	1.3
CCCNC(=O)C1(C)CCCN(C(=O)c2cc(F)cc(F)c2)C1 (stereo not drawn)	i	1.0
O=C(C(=O)N1CCC(Cc2ccccc2)CC1)c1cccc(Br)c1	i	2.3
CCCCN(C=O)c1c(CC)nc2ccc(C(=O)NCCOc3ccc(OC)cc3)cn12	i	0.7
COc1ccc(Cc2c(-c3ccc(C)cc3)nc3c(C)cc(Br)cn23)c(C)c1	i	0.3
COc1ccc(C(=O)c2[nH]c(N)c(C(=O)NCCc3c[nH]c4ccccc34)c2-c2ccccc2Br)cc1	i	0.5
O=C(Nc1nnc([C@@H]2C[C@H](O)[C@@H](CO)O2)s1)c1cccc(Oc2ccccc2)c1	i	0.8
Cc1cccc(C)c1NC(=O)C1(C)CSCC(=O)N1CCc1ccccc1 (stereo not drawn)	i	2.8
COc1ccc(C(C)(O)c2nc(-c3cccc(NC(C)=O)c3)cs2)cc1 (stereo not drawn)	i	1.5
COc1cccc(C(O)c2nc(-c3ccc4ccccc4c3)cs2)c1 (stereo not drawn)	i	0.9
COc1ccc(C(=O)N2CCCC(c3cc(C(=O)NCc4ccccc4)no3)C2)cc1 (stereo not drawn)	i	1.3
COc1ccc(NC(=O)c2sc(=O)n(Cc3ccc(S(=O)(=O)N(C)C)cc3)c2C)cc1	i	2.4
CC(C)NC(=O)C1(C)CCN1C(=O)c1ccccc1Oc1ccccc1 (stereo not drawn)	i	2.0
COc1ccccc1-c1csc(C(O)c2cccc(Cl)c2)n1 (stereo not drawn)	i	0.9
CC1(C(=O)NS(=O)(=O)c2cccc(Cl)c2)CCN1C(=O)CC1CC1 (stereo not drawn)	i	0.6
CN1CCC(C)(C(=O)Nc2cccc3c2CCCC3)C1 (stereo not drawn)	i	1.7
CCC(CC)C(C(=O)NCc1ccccc1)N(C)Cc1ccc(Cl)c(Cl)c1 (stereo not drawn)	i	1.9
CC(C)Cc1ccc(-c2cc3nc(NCCOc4ccccc4)ccn3n2)cc1	i	0.9
Cc1ccccc1S(=O)(=O)NC(=O)C1(C)CCN1C(=O)CCc1ccccc1 (stereo not drawn)	i	1.1
CC(=O)Nc1ccc(CN2CCC2(C)C(=O)NC2CCN(Cc3ccccc3)CC2)cc1 (stereo not drawn)	i	1.3
CC1(C(=O)NS(=O)(=O)c2cccc(Cl)c2)CCN1C(=O)CCc1ccc(Cl)cc1Cl (stereo not drawn)	i	0.9
COc1ccc(C(O)c2nc(-c3cc(F)cc(Cl)c3)cs2)cc1 (stereo not drawn)	i	0.8
CC1(C(=O)NS(=O)(=O)c2cccc(Cl)c2)CCN1C(=O)Cc1ccsc1 (stereo not drawn)	i	0.9
CCC(CC)C(=O)N(C)c1c(C)nc2c(OCc3cccc(Cl)c3)cccn12	i	0.2
COc1cc(OC)cc(-c2c(Sc3ccccc3)c3cc(-c4ccc(OC)nc4)ccc3n2C)c1	i	1.4
CC(C)C[C@H]1CNC(=S)N1C[C@H]1CCCN1C[C@H](Cc1ccc(O)cc1)N1C[C@H](Cc2ccccc2)N(CC2CCCCCC2)C1=S	i	1.4
CCCCn1nnnc1C(CC)N1CCN(C/C=C/c2ccccc2)CC1 (stereo not drawn)	i	1.3
COc1cc(-c2cc(NC=O)c3ncc(-c4ccccc4)n3c2)cc(OC)c1OC	i	1.2
CC1(C(=O)NS(=O)(=O)c2ccc(Cl)s2)CCN1C(=O)Cc1ccc(Cl)cc1Cl (stereo not drawn)	i	0.5
COCCNc1nc(Oc2ccc(CC(=O)OC)cc2)c2sc(-c3ccccc3)cc2n1	i	1.2
CC(O)(c1cccc(F)c1)c1nc(-c2cc(F)cc(F)c2)cs1 (stereo not drawn)	i	0.5
CCOC(=O)C1(C)CCCN1C(=O)c1ccc(OC)c(F)c1 (stereo not drawn)	i	1.4
CC(C)(C)C(=O)N1CCN(c2ccc3c(c2)C2CC3CCN2C(=O)OCc2ccccc2)CC1 (stereo not drawn)	i	0.2
CSc1nc2c(=S)[nH]c(=S)[nH]c2s1	i	1.2
O=C(NC(c1ccccc1)c1ccsc1)C1CCN(Cc2ccc(Oc3ccccc3)cc2)CC1 (stereo not drawn)	i	0.5
COc1ccc(C(=O)N2CCC(C)(C(=O)O)C2)c(OC)c1 (stereo not drawn)	i	2.1
COC(=O)c1c(N)[nH]c(C(=O)c2ccccc2)c1-c1ccccc1Br	i	0.9
CCCCCCN1CCN(C2CN(Cc3cn(Cc4ccccc4)nn3)S(=O)(=O)C2)CC1 (stereo not drawn)	i	0.9
Cc1ccc(-c2nc3cc(C)c(Br)c(C)n3c2CC(C)(C)C)cc1	i	0.6
COc1cccc(C(NC(C)=O)c2nc(-c3ccc(F)c(Cl)c3)cs2)c1 (stereo not drawn)	i	2.0
CC(C)(C)OC(=O)Nc1ccccc1-n1nnnc1C(C(=O)c1ccccc1)N1CCN(c2ccccn2)CC1 (stereo not drawn)	i	1.5
O=C(C[C@@H]1CC[C@@H]2[C@H](COC[C@@H](O)CN2Cc2cc(F)ccc2F)O1)NCc1ccc(F)cc1	i	1.3
CSc1ccc(OC2(C)CCN(Cc3ccc(-c4ccccn4)cc3)C2)cc1 (stereo not drawn)	i	2.1
COCCNC(=O)C1CCCN(C(=O)c2cc(C(C)(C)C)nn2C)CC1 (stereo not drawn)	i	1.0
CNC(=O)OCc1snc(-c2ccccc2)c1COC(=O)NC	i	0.1
COc1cc(C(=O)N2CCC2(C)C(=O)O)cc(OC)c1OC (stereo not drawn)	i	0.5
Cc1ccc2nc(C3CCCCC3)c(Cc3ccccc3)n2c1	i	0.8
Cc1cc2nc(-c3cccc(Cl)c3)c(CC(C)(C)C)n2c(C)c1Br	i	1.1
O=C(NC1CCCCC1)C(c1cc2ccccc2o1)n1c(=O)c(-c2ccco2)nc2ccccc21 (stereo not drawn)	i	5.6
CN1CCN([C@H]2CS(=O)(=O)N[C@@H]2COCc2ccccc2)CC1	i	0.5
CC(=O)Nc1cc(-c2ccc(N3CCN(C)CC3)cc2)cn2c(-c3ccc(F)c(Cl)c3)cnc12	?	.
O=C(Nc1cccc(Cl)c1)Nc1nnc([C@@H]2C[C@H](O)[C@@H](CO)O2)s1	i	0.7
Cc1cc(C)cc(C(O)c2ncc(-c3ccccc3Cl)[nH]2)c1 (stereo not drawn)	i	0.3
C#CCNC(=O)C[C@@H]1C[C@@]2(C(=O)OC)CCCCC=C2N(Cc2cccc3ccccc23)C1=O	i	1.4
Further records follow.
SMILES	Myeloid diff 2	Myeloid diff 2 GFP+ MAC1+ %
c1ccc(-c2nc(NCC3CC3)nc3ccsc23)cc1	i	0.8
CC1(c2nc3ccccc3[nH]2)CCC2=Nc3ccccc3CN21 (stereo not drawn)	i	1.0
CN1OC[C@@H]2CN(Cc3ccc(Cl)cc3)[C@H](c3ccc(N4CCCCC4)cc3)C[C@@H]21	i	0.4
CCc1nc2ccc(C(=O)Nc3ccc(OC)c(OC)c3)cn2c1N(C)Cc1cccs1	i	0.4
Fc1ccc(-c2nc3ccc(Br)cn3c2Cc2cccc(Cl)c2)cc1	i	0.4
COc1ccc(-c2cnc(C(O)c3ccc(OC)c(F)c3)[nH]2)cc1 (stereo not drawn)	i	0.6
CCC(=O)N1CCC1(C)C(=O)Nc1ccc(Cl)c(Cl)c1 (stereo not drawn)	i	1.5
COc1ccc(CC(N)c2csc(NC(=O)c3ccc(OC)cc3)n2)cc1 (stereo not drawn)	i	1.0
CCCNC(=O)C1(C)CCCN(C(=O)c2cc(F)ccc2C)C1 (stereo not drawn)	i	0.1
CC(C)(C)N1C(=O)c2ccccc2NC(=O)C1C(=O)Nc1ccc2c(c1)OCCO2 (stereo not drawn)	i	0.9
